# mHTT CaM bind = mHTT-calmodulin interaction abrogation. P42858. AlphaScreen His-mHTT/GST-CaM binding, luminescence. inhibition, % at 15 µM. 190,000 tested, 3.6% active;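 further: 0% = both proteins with DMSO and 100% = one protein alone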
# Pf apPOL block = Pf-apPOL DNA polymerase inhibition. Recombinant Pf-apPOL, molecular beacon fluorescence, 1.5 h. inhibition, % at 10 µM. 210,000 tested, 0.25% active. AID 1794808
# Starred values were filed as active, the others as inactive; i = inactive; x = not tested or not shown; & = joins results of further samples. No stated cut-off is given here; in the data, active means inhibition above about 50%; inactive means the rest.
SMILES,mHTT CaM bind,Pf apPOL block
Cc1cc(C2CCCN2Cc2cccc(OCc3ccccc3)c2)on1 (stereo not drawn),-25.2,2.3
Cc1ccc(CNC(=O)C2CCCN(c3nnc4ccccn34)C2)cc1 (stereo not drawn),-0.7,-9.1
O=C1CCCC2=C1C(c1ccc(Br)cc1)C1=C(CCCC1=O)N2,-7.5,-0.8
COC(=O)C(C)Oc1ccc2cc(-c3cc(OC)ccc3OC)c(=O)oc2c1 (stereo not drawn),-6.1,-13.5
CN1CCN(CCCN2c3ccccc3Sc3ccc(C(F)(F)F)cc32)CC1,x,-7.8
CC(C)Oc1ccc(CNC(=O)CCC(=O)N2CCCn3nc(-c4cccn4C)cc32)cc1,32.2,1.9
COc1ccccc1Oc1ccc(C#N)c(C#N)c1,-21.9,1.2
Cc1cc(C)nc(NS(=O)(=O)c2ccc(N=C/C=C/c3ccc([N+](=O)[O-])cc3)cc2)n1,46.0,-3.9
CC(=O)Nc1ccc(-c2ccco2)cc1,22.7,0.4
N#CC(C#N)=CNc1cc(C(F)(F)F)ccc1N1CCOCC1,x,-9.4
O=C(NCCN1CCCCC1)c1cc2cn(C3CC3)cc2s1,29.0,-0.4
CN(C1=CC(=O)c2ccccc2C1=O)c1ccccc1,59.5*,4.7
Cc1ccc2nc(-c3ccccc3OS(C)(=O)=O)oc2c1,-4.7,-4.5
Cc1noc(C)c1CC(=O)N1CCCC2(C1)Nc1ccccc1NC2=NC1CCCC1 (stereo not drawn),42.6,-5.4
Cc1ccc(NC(=O)CSCc2n[nH]c(=O)[nH]2)c(C)c1,-2.1,-7.2
CC(C)n1c(CC2CCN(S(=O)(=O)c3cc(F)cc(F)c3)C2)nc2cccnc21 (stereo not drawn),-5.9,-3.6
Cc1c(C(=O)Nc2cccc([N+](=O)[O-])c2)sc2nc(-c3ccccc3)cn12,1.0,-1.1
COc1cccc(OC)c1C(=O)Oc1cc(C)c2c(c1)OC(=Cc1ccncc1)C2=O,19.2,-3.9
CC(C)C(=O)N1CCN(c2ccc([N+](=O)[O-])cc2)CC1,1.1,2.2
Fc1cccc(Cl)c1CN1CCCN(c2ncccc2-c2nc(C3CC3)no2)CC1,-38.5,7.7
NC(=O)c1cc(N2C(=O)CCC2=O)ccc1N1CCOCC1,-1.6,-9.8
CC(C)c1ccc(C2=NN(c3ccccc3)C3(CC2)SC(c2ccccc2)=NN3c2ccccc2)cc1 (stereo not drawn),-0.1,x
CCOc1cc(C(=O)Nc2ccc(Cl)c(-c3nc4ccccc4[nH]3)c2)cc(OCC)c1OCC,x,-3.4
CC1CC(C)CN(CCCNC(=O)CCS(=O)(=O)Cc2ccc(Cl)cc2)C1 (stereo not drawn),-2.0,-16.8
COC(=O)c1ccccc1NC(=O)c1cc2nc(C)ccc2o1,10.4,-7.5

# (next part)
SMILES,mHTT CaM bind,Pf apPOL block
Nc1noc(Cc2c(Cl)cccc2Cl)n1,x,-0.9
O=C(Nc1ccc(Cc2ccncc2)cc1)c1ccc([N+](=O)[O-])cc1Cl,7.4,-4.8
O=C(CCC1CCCC1)NCC1CC(=O)N(c2ccc3c(c2)OCO3)C1 (stereo not drawn),1.2,-9.1
Cn1nnc2ccc(-c3noc(-c4cccc(F)c4)n3)cc21,-7.9,-2.3
Cc1ccc(O)c(NC(=O)c2cccc(F)c2)c1,2.8,7.0
O=C(COc1ccc(Cl)cc1Cl)N1CCN(c2ccc([N+](=O)[O-])cc2)CC1,5.7,-6.1
O=C(CC1(O)C(=O)N(Cc2ccc(Cl)cc2)c2ccccc21)c1cccnc1 (stereo not drawn),25.1,-2.2
COc1ccc(-c2nc3ccc(C)cc3c(=O)o2)cc1OC,3.0,0.6
COC(=O)C1=C(N)Oc2c(oc(CO)cc2=O)C1c1cccc(Cl)c1 (stereo not drawn),2.6,-4.5
CN(CCc1ccccn1)Cc1cc2c(cc1[N+](=O)[O-])OCO2,16.6,-0.9
CCn1ccc(C(=O)N2CCC(c3nc4cccnc4n3C)C2)n1 (stereo not drawn),0.3,-4.5
Cc1ccc(S(=O)(=O)N2CCN(C(=O)c3ccccc3)C2)cc1,-5.0,-1.9
COCC(=O)N1CCCC(c2ccnc(-c3cccc(F)c3)n2)C1 (stereo not drawn),6.8,-7.6
Cc1cc(C)nc(-n2ncc3c2CC(c2ccco2)CC3=O)n1 (stereo not drawn),2.2,-7.5
CC(=O)NC(=O)c1cc2cc(Cl)cc(Cl)c2oc1=Nc1ccc(C#N)cc1,0.0,1.6
Clc1ccc(-c2nnc3ccc(-n4cccn4)nn23)cc1,-3.9,0.2
O=C(c1ccco1)N1CCC(CCOCc2ccc(F)cc2)CC1,10.8,-2.1
CC(=O)NC(=O)c1cc2cc(Cl)ccc2oc1=Nc1ccccc1C,4.0,-3.0
CC1=C(C(=O)Nc2ccccc2C)C(c2ccc3c(c2)OCO3)C2=C(CC(C)(C)CC2=O)N1 (stereo not drawn),-2.0,4.9
COc1ccc(N2CCN(C(=O)c3ccc(Br)cc3)C(C)C2=O)cc1 (stereo not drawn),2.2,-5.4
CC(=O)c1ccc(S(=O)(=O)N2CCC(Oc3ccc(-n4cnnn4)cc3)CC2)cc1,-8.6,-8.8
O=C(NCC1CC1)C1CC(c2ccccc2)CN(C(=O)c2ccoc2)C1 (stereo not drawn),3.1,-2.9
Cc1ccc(C(=O)N2CCC(c3nc(C(=O)N4CCCCC4)c(C)o3)CC2)cc1,16.9,-7.0
CCOc1ccc(NC(=O)c2ccc(S(=O)(=O)N(CC)CC)cc2)c([N+](=O)[O-])c1,3.9,-5.0
CN(Cc1ccccc1)S(=O)(=O)c1ccc(C(=O)O)o1,-6.0&-1.6,-3.6&-7.7

# Continuation:
SMILES,mHTT CaM bind,Pf apPOL block
COc1cccc2sc(N(C)CC(=O)Nc3nc(C)cs3)nc12,-3.0,-13.1
COc1ccc(C(=O)O/N=C(\N)c2cccnc2)c(OC)c1,i,-12.6
O=C1CCC(C(=O)NCc2cc(-c3cc4ccccc4o3)on2)N1 (stereo not drawn),-19.4,-11.6
COC(=O)c1ccccc1SC(=O)c1cc(C(F)(F)F)cc(C(F)(F)F)c1,x,1.5
COc1ccc(C2Oc3c(ccc4cc(OC)c(OC)cc34)-c3cc(OC)c(OC)cc32)cc1 (stereo not drawn),10.6,x
O=c1c2ccccc2sc2ccc(C(F)(F)F)cc12,x,-4.5
CC12CCC(C(=O)NCCN3CCCCC3)(CC1=O)C2(C)C (stereo not drawn),-1.1,-3.9
Cc1ccc(OCCn2ncc3ccccc3c2=O)c(C)c1,-12.9,-4.4
COc1cccc(C(=O)N2CCc3cc(OC)c(OC)cc3C2COc2ccc(C(C)C)cc2)c1 (stereo not drawn),-0.2,3.0
COc1ncccc1CNS(=O)(=O)c1cccnc1,-7.9,1.3
Cc1cccc(N2C(=O)NC3CC2(C)Oc2ccc([N+](=O)[O-])cc23)c1 (stereo not drawn),22.0,-3.6
Cc1ccc(C(=O)c2ccco2)cc1C,-4.9,-4.9
Cc1cc(C)c(NC(=O)C2C(C(=O)O)C3C=CC2C32CC2)c(C)c1 (stereo not drawn),-2.0,-2.3
O=[N+]([O-])c1ccc(N2CCN(Cc3ccncc3)CC2)cc1,-3.1,-4.4
COC(=O)c1ccc2occ(-c3oc4ccc(C(=O)OC)cc4c3OC(C)=O)c2c1,5.1,-6.8
COc1ccc2c(=O)c(Oc3ccc(C(=O)NC4CCCC4)cc3)coc2c1,0.0,-1.2
Cc1ccc(-c2ncc(NC(=O)C3CCCCC3)cn2)cc1,-4.4,-0.4
N#Cc1c(NCCO)ccc([N+](=O)[O-])c1NCCO,x,-0.7
Cc1ccc(-c2nc3ccccc3[nH]c2=O)cc1,0.9,-5.7
CC(C)c1cc(C2CCCN2C(=O)c2cc(-c3ccc(F)cc3)on2)no1 (stereo not drawn),0.3,1.8
CCOc1ccc(CCNC(=O)CCSCc2cccc(Cl)c2)cc1OCC,43.0,-12.3
FC(F)(F)c1nnc2c3ccccc3c(-n3ccnc3)nn12,2.3,x
O=S(=O)(Nc1ccc(S(=O)(=O)N2CCCCC2)cc1)c1ccccc1,0.8,-1.3
CS(=O)(=O)N1N=C(c2ccc(Cl)cc2)CC1c1ccccc1 (stereo not drawn),-18.3,-3.3
O=C(NCc1ccc(N2CCOCC2)cc1)C1CCCN(c2cn[nH]c(=O)c2)C1 (stereo not drawn),1.5,-2.4

# (next part)
SMILES,mHTT CaM bind,Pf apPOL block
CC(C)n1nc(CNC(=O)c2ccc(F)c(F)c2)c2ccccc21,-11.1,-5.7
Cc1ccc(-n2c(=O)c3sccc3n(CC(N)=O)c2=O)cc1,1.0,3.3
COc1cc(OC)cc(C(=O)N2CCN(C)c3ccccc32)c1,41.4,3.4
C=CCn1c(SC(CCO)C(=O)NCc2ccco2)nc2sc3c(c2c1=O)CCC3 (stereo not drawn),10.2,0.3
CCc1cccc(C)c1NC(=O)C(C)(C)Oc1ccc(Cl)cc1,-9.7,-2.7
O=C1C2CC=CCC2C(=O)N1c1cccc([N+](=O)[O-])c1 (stereo not drawn),3.1&-8.6,-11.5&5.0
Nc1c(Cl)cc(N2C(=O)c3ccc(Br)cc3C2=O)cc1Br,25.0,-0.1
Cc1cc(OCCCCN2CCN(C)CC2)cc(C(C)C)c1,12.7,-2.7
CC(C)NC[C@H](O)COc1cccc2ccccc12,x,2.1
Cc1ccc(NC(=O)c2ccccc2-c2nc3ccccc3[nH]2)cc1,-1.0,7.4
CCc1cc(NC(=O)Cc2cccs2)nn1-c1ccc(Cl)cc1,-3.6,-6.0
CCOc1ccc(NC(=O)C2CCN(c3cc(N4CCSCC4)ncn3)CC2)cc1,10.4,-2.7
Cc1ccc(C(O)CNC(=O)c2nc3ccccc3s2)o1 (stereo not drawn),-5.0,-9.1
COc1ccccc1NC(=O)c1ccc(-c2cncnc2)nc1,0.6,1.1
O=C(NCc1ccccn1)C1CCN(c2cncnc2N2CCOCC2)CC1,1.1,-6.8
CCN(Cc1ccccc1)c1cc2c(c3c1ccn3C)C1CCC2O1 (stereo not drawn),12.1,0.3
O=C(CSc1nnc2c(n1)[nH]c1ccccc12)N(c1ccccc1)c1ccccc1,25.2,-0.1
Cc1c(F)cccc1NC(=O)C1CN(S(=O)(=O)c2cccnc2)CC12CCCCC2 (stereo not drawn),14.3,-1.6
Cc1ccc(-c2nc(C3CCN(S(=O)(=O)c4ccc5c(c4)CCC5)CC3)no2)cc1,-3.3,-4.7
CCOc1ccccc1Oc1coc2cc(OCc3ccc([N+](=O)[O-])cc3)ccc2c1=O,6.0,-1.2
Cc1ccc(C(=O)N2CCC(CCNS(=O)(=O)c3ccccc3Cl)CC2)cc1,43.5,-6.3
CN(C)CC[C@@H](c1ccc(Br)cc1)c1ccccn1,x,34.8
COc1ccc(CCN2CC34C=CC(O3)C(C(=O)NCc3ccccc3)C4C2=O)cc1OC (stereo not drawn),-2.8,-0.4
COc1ccc(Oc2c(C(F)(F)F)oc3c4c(ccc3c2=O)OCN(CC2CCCO2)C4)cc1 (stereo not drawn),4.1,-1.1
Nc1ccc2nc(-c3ccc(N)c(Cl)c3)[nH]c2c1,66.0*,14.5

# (further entries)
SMILES,mHTT CaM bind,Pf apPOL block
O=[N+]([O-])c1cccc(C2Oc3ccccc3C3CC(c4ccccc4)=NN32)c1 (stereo not drawn),7.0,-14.3&1.5
O=C(Nc1cc(F)cc(F)c1)C1CCN(c2cc(N3CCCC3)ncn2)CC1,26.4,-3.4
CCOC(=O)CSc1ncnc2c1nnn2Cc1ccc(Cl)cc1,-24.5,-6.3
Cc1nn(CCCC(=O)Nc2cc(Oc3ccccc3)cc([N+](=O)[O-])c2)c(C)c1[N+](=O)[O-],96.0*,-2.1
CCC1CCC(NC2CCCCNC2=O)CC1 (stereo not drawn),-3.5,-1.0
COc1cccc(CNC(=O)CN2C(=O)C3CCCN3C(=O)c3cc(Cl)ccc32)c1 (stereo not drawn),-9.0,-5.9
N/C(Cc1ccc(Cl)cc1Cl)=N\OC(=O)c1cccs1,i,-2.5
CN1/C(=C\Sc2ccccc2[N+](=O)[O-])C(C)(C)c2ccccc21,76.0*,0.6
COc1cc(OC)cc(C(C)(C)OC(=O)NN)c1,x,9.4
CSc1nc2ccc(N=Cc3cc([N+](=O)[O-])ccc3O)cc2s1,0.0,2.1
Cc1ccccc1N1C(=O)c2ccccc2NC1(C)CCc1ccc2c(c1)OCO2 (stereo not drawn),-2.0,-0.2

# 17 consecutive records already listed, for reference:
SMILES,mHTT CaM bind,Pf apPOL block
Cc1cc(C2CCCN2Cc2cccc(OCc3ccccc3)c2)on1 (stereo not drawn),-25.2,2.3
Cc1ccc(CNC(=O)C2CCCN(c3nnc4ccccn34)C2)cc1 (stereo not drawn),-0.7,-9.1
O=C1CCCC2=C1C(c1ccc(Br)cc1)C1=C(CCCC1=O)N2,-7.5,-0.8
COC(=O)C(C)Oc1ccc2cc(-c3cc(OC)ccc3OC)c(=O)oc2c1 (stereo not drawn),-6.1,-13.5
CN1CCN(CCCN2c3ccccc3Sc3ccc(C(F)(F)F)cc32)CC1,x,-7.8
CC(C)Oc1ccc(CNC(=O)CCC(=O)N2CCCn3nc(-c4cccn4C)cc32)cc1,32.2,1.9
COc1ccccc1Oc1ccc(C#N)c(C#N)c1,-21.9,1.2
Cc1cc(C)nc(NS(=O)(=O)c2ccc(N=C/C=C/c3ccc([N+](=O)[O-])cc3)cc2)n1,46.0,-3.9
CC(=O)Nc1ccc(-c2ccco2)cc1,22.7,0.4
N#CC(C#N)=CNc1cc(C(F)(F)F)ccc1N1CCOCC1,x,-9.4
O=C(NCCN1CCCCC1)c1cc2cn(C3CC3)cc2s1,29.0,-0.4
CN(C1=CC(=O)c2ccccc2C1=O)c1ccccc1,59.5*,4.7
Cc1ccc2nc(-c3ccccc3OS(C)(=O)=O)oc2c1,-4.7,-4.5
Cc1noc(C)c1CC(=O)N1CCCC2(C1)Nc1ccccc1NC2=NC1CCCC1 (stereo not drawn),42.6,-5.4
Cc1ccc(NC(=O)CSCc2n[nH]c(=O)[nH]2)c(C)c1,-2.1,-7.2
CC(C)n1c(CC2CCN(S(=O)(=O)c3cc(F)cc(F)c3)C2)nc2cccnc21 (stereo not drawn),-5.9,-3.6
Cc1c(C(=O)Nc2cccc([N+](=O)[O-])c2)sc2nc(-c3ccccc3)cn12,1.0,-1.1

# Screening data as filed in PubChem BioAssay.
